S3 lipid droplet – qHTS Assay for Lipid Storage Modulators in Drosophila S3 Cells; Potency in µM for hits, for the others lipid storage change, negative = inhibition, % at the top dose, mostly 46.1 µM; AID 2685; Drosophila S3 cells, BODIPY lipid droplet fluorescence, 18-24 h; cells fed with added oleic acid; 320,000 compounds, 0.64% hits; active = well fitted inhibition curve with a large enough effect in the signal ratio, with a control signal flat, not every such curve was filed as active; inconclusive = small, poorly fitted or top-dose-only effect, or effect the other way, or a change in a side signal; the % refers to the signal ratio
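Drosophila S3 cells loaded with oleic acid (400 uM, as added) and compounds at several concentrations; lipid droplets imaged by 488-nm laser-scanning cytometry, 500–530 nm intensity and object ratio to cell channel. Percent activity normalized to 20 uM Triacsin C.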
S3 lipid droplet cell count max – further read-out of S3 lipid droplet, marked with its call; cell number change, %; measured here: cell count max response;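 cells counted by Cell Tracker Red CMTPX staining in the red channel; peak over a dose series mostly up to 46.1 µM; percent activity relative to internal control wells on each plate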
The depositor's hits bear a star; i = inactive; ? = inconclusive; . = not tested or not shown; [ ] = another dose, or the depositor's remark. % is scaled to controls: 0 for no effect and ±100 for the full control effect; potency is read from the fitted curve at half-maximal effect. Only part of the results is shown; the hit share may differ from the screen's.

| Structure | S3 lipid droplet | S3 lipid droplet cell count max |
| --- | --- | --- |
| COCCn1c(=NC(=O)c2sc3ccccc3c2Cl)sc2cc(S(N)(=O)=O)ccc21 | ? | . |
| Cc1ccc(-c2noc(CCC(=O)Nc3cccc(C#N)c3)n2)cc1 | ? | . |
| CS(=O)(=O)N(Cc1ccccc1Cl)c1ccc(C(=O)N2CCCC2)cc1 | ? | . |
| OCCN(CCO)c1ccc(C(c2ccccc2Cl)c2ccc(N(CCO)CCO)cc2Cl)c(Cl)c1 | ? | . |
| CN1c2ccccc2Oc2nnc(N3CCN(Cc4ccccc4)CC3)cc21 | -8% | -6 |
| Cc1ccc(S(=O)(=O)CC(=O)Nc2ccc3nc(C)sc3c2)cc1 | ? | . |
| CCCOc1ccc(Cc2c(COCC)[nH]c(=S)[nH]c2=O)cc1 | 24% | 7 |
| Cc1ccc(NC(=O)CSc2nnc(NC(=O)C3CC3)s2)cc1 | ? | . |
| Cc1ccc(/C=C2\SC(=S)N(/N=C/c3cc([N+](=O)[O-])ccc3O)C2=O)o1 | -15% | . |
| COc1cccc(COC(=O)c2cc(=O)[nH]c3ccc(S(=O)(=O)N4CCOCC4)cc23)c1OC | ? | . |
| Cc1cc2cc(CNC(=O)C3CCCC3)ccc2n1C | 8% | 7 |
| COc1cc2c(cc1OC)CN(Cc1ccc(F)cc1)CC2 | i | 17 |
| O=C(COC(=O)[C@H](Cc1c[nH]c2ccccc12)NC(=O)c1ccc(Cl)cc1)Nc1ccc2c(c1)OCO2 | ? | . |
| Oc1ccc(C=Nc2ccc3ncccc3c2)c(O)c1 | -2% | -16 |
| Nc1cccc2c1C(=O)N(C(=O)/C=C/c1ccc(F)cc1)C2=O | -18% | -30 |
| COc1ccc(NC2c3ncccc3C(=O)N2Cc2ccccc2)c(OC)c1 (configuration not stated) | 3% | -12 |
| CC(C)(C)c1cc(C(F)(F)F)n2ncc(-c3ccccc3)c2n1 | -20% | -6 |
| O=C(Nc1csc(Cc2c(Cl)cccc2Cl)n1)NN1CCOCC1 | -14% | -17 |
| Cc1cc(C)cc(N(C(=O)CCC(=O)Nc2cc(C)on2)C(C(=O)NC2CCCC2)c2ccco2)c1 (configuration not stated) | 1% | 5 |
| COc1cc(/C=N/NC(=O)c2cc[n+]([O-])cc2)cc(OC)c1OC | ? | . |
| CCCn1c(N2CCN(C(=O)Nc3ccc(Cl)cc3)CC2)nc2ccccc21 | ? | . |
| CCN1C(=O)c2n[nH]c(C(=O)OC)c2C1=O | 3% | -3 |
| CCc1ccc(C2C(C#N)=C(N)N(N(C)C)C3=C2C(=O)CCC3)cc1 (configuration not stated) | ? | . |
| Cc1c(/C=N\NC(=O)c2c[nH]c3ccccc23)cnn1C | ? | . |
| COC(=O)c1[nH]c2ccccc2c1CN1CCOCC1 | ? | . |
| CCN(CC)CCOCCOc1ccc(Cl)c2ccccc12 | ? | . |
| COc1ccc2sc(-c3ccccc3OC)c(-c3ccc(OC)c(F)c3)c2c1 | i | -9 |
| Cc1ccc(Sc2nc([N+](=O)[O-])nn2C)cc1 | 4% | -14 |
| COc1ccccc1NC(=O)C(C)OC(=O)c1ccc(-n2cnnn2)cc1 (configuration not stated) | ? | . |
| O=C(Nc1ccc(-c2csc(Nc3ccccc3)n2)cc1)c1ccccc1 | i | -17 |
| O=C(Cn1c2ccc(F)cc2c2nc3n(c(=O)c21)CCS3)Nc1ccc(Cl)cc1F | ? | . |
| O=C(c1ccccc1F)N1CCN(C(=O)C(c2ccccc2)c2ccccc2)CC1 | ? | . |
| CC1CCc2c(C(=O)Nc3nccs3)csc2C1 (configuration not stated) | ? | . |
| Cc1ccc(N/N=C/c2ccc(N3CCOCC3)cc2)cc1C | -4% | -12 |
| Cn1cc([N+](=O)[O-])c(C(=O)NCc2cc3cc(Cl)ccc3[nH]2)n1 | 2% | 11 |
| CCCCNc1nc2ccccc2nc1NS(=O)(=O)c1cccs1 | ? | . |
| Cc1cccc(NC(=O)CNC(=O)CN2C(=O)NC3(CCCc4ccccc43)C2=O)c1C (configuration not stated) | i | 7 |
| COc1ccc(C(=O)N2CCC(CCC(=O)Nc3cccc(C)c3)CC2)cc1 | ? | . |
| CCCCCOC(=O)Nc1ccc(S(=O)(=O)Nc2cccc([N+](=O)[O-])c2)cc1 | ? | . |
| O=C(CCCSc1nnc(SCCCC(=O)c2ccc(F)cc2)s1)c1ccc(F)cc1 | ? | . |
| O=C(COC(=O)C1C2CC3OC(=O)C1C3C2)Nc1ccc(Cl)cc1 (configuration not stated) | ? | . |
| CC1CCCCC12NC(=O)N(CC(=O)Nc1ccc(N3CCCCC3)cc1)C2=O (configuration not stated) | ? | . |
| CSc1nnc(C)c(=O)n1COC(=O)COc1ccccc1 | ? | . |
| COc1ccc(OC)c(NC(=O)c2ccc(S(=O)(=O)N3CCN(C)CC3)cc2)c1 | ? | . |
| CSc1ccccc1OCc1cc(C(=O)N(C)Cc2c(C)n[nH]c2C)no1 | -9% | . |
| O=C(CCS(=O)(=O)c1ccc2c(c1)NC(=O)CO2)NCCc1ccccc1 | ? | . |
| Cc1ccc(C(=O)CCC(=O)Nc2ccc(Cl)c(S(=O)(=O)Nc3cccc(Cl)c3)c2)cc1 | ? | . |
| Cc1ccc(C(=O)N/N=C\c2ccc(OC(=O)c3cccs3)cc2)cn1 | -4% | 2 |
| COC(=O)c1cc(NC(=O)Cc2ccc(OC)c(OC)c2)cc(C(=O)OC)c1 | i | . |
| C/C(CC(=O)Nc1ccc(C)cc1C)=N\NC(=O)C(C)C | 14% | 3 |
| Cc1cccc(NCC(=O)N/N=C\c2ccccn2)c1 | -2% | 9 |
| CCc1cc2c(=O)c(-c3nc4ccccc4n3C)coc2c(CN2CCCCC2C)c1O (configuration not stated) | ? | . |
| CCOC(=O)c1c(CN2CCCCC2C)oc2ccc(OC)cc12 (configuration not stated) | ? | . |
| CCOc1ccccc1NC(=O)COC(=O)c1ccc(S(=O)(=O)N2CCCC2)cc1 | ? | . |
| CC(C)CNC(=O)c1ccccc1SCC(=O)NC12CC3CC(CC(C3)C1)C2 | -27% | 6 |
| COc1cccc(NCCC(=O)c2cccc([N+](=O)[O-])c2)c1 | 10% | 3 |
| Cc1ccc(N(CCC#N)C(=O)CN2C(=O)NC(Cc3ccccc3)C2=O)cc1 (configuration not stated) | -27% | -17 |
| Cc1ccnc(N2C(=O)OC(C)(C)C2(C)O)c1 (configuration not stated) | i | -2 |
| CCOCC(=O)Nc1ccc(-c2cn3cccnc3n2)cc1 | ? | . |
| O=C(CCSCc1cccc(F)c1)NCc1ccc(F)cc1 | -1% | 6 |

Additional records follow:
| Structure | S3 lipid droplet | S3 lipid droplet cell count max |
| --- | --- | --- |
| O=C(CCn1c(=O)sc2ccccc21)NCc1ccco1 | -2% | 1 |
| CCOc1ccc(/C=N/NS(=O)(=O)c2ccc(C)cc2)cc1OC | ? | . |
| COc1ccccc1C1NC(=O)NC(C)=C1C(=O)OC1CCCCC1 (configuration not stated) | -8% | -18 |
| CS(=O)(=O)N(CCc1ccccc1)CC(N)=O | -25% | 5 |
| Cc1ccc(S(=O)(=O)N(C)C)cc1NC(=O)C1CCCCC1 | -2% | 19 |
| COc1ccc(N(CC(=O)NCc2cccs2)S(=O)(=O)c2cccnc2)cc1 | ? | . |
| CCS(=O)(=O)N1CCN(c2ccc([N+](=O)[O-])c(NCc3cccnc3)c2)CC1 | 2% | 6 |
| CCCCOC(=O)Cn1c(=O)c2c(nc3n2CCCCN3c2ccc(C)cc2)n(C)c1=O | 27% | -15 |
| CC(=O)C1C(c2ccc(C)cc2)c2c(noc2C)CC1(C)O (configuration not stated) | 3% | 8 |
| CC(C)(C)NC(=O)COC(=O)c1ccc(S(=O)(=O)N2CCCC2)cc1 | ? | . |
| CN1CCN(S(=O)(=O)c2cccc(C(=O)N(C)CC(=O)Nc3ccc(F)c(F)c3F)c2)CC1 | 2%[0.0737 µM] | . |
| Cc1ccc(C)c(NC(=O)c2ccc(S(=O)(=O)C(F)F)cc2)c1 | ? | . |
| Cc1cc(C)c(N(C(=O)c2csnn2)C(C(=O)NC(C)(C)C)c2ccncc2)c(C)c1 (configuration not stated) | ? | . |
| COc1ccc(NC(=O)C(C)NS(=O)(=O)c2ccccc2)cc1Cl (configuration not stated) | ? | . |
| Cc1ccc(-c2nnn(CC(=O)NCCc3ccc4c(c3)OCO4)n2)cc1 | ? | . |
| O=C(/C=C/c1ccccc1)OCC(=O)N1CCN(c2ccccc2)CC1 | ? | . |
| Cc1ccc(O)c(C(=O)c2cc(C#N)c(=O)n(CC3CCCO3)c2)c1 (configuration not stated) | i | . |
| CC(=O)CCc1oc2ccc(C)cc2c1Cc1ccccc1 | ? | . |
| O=C(COC(=O)c1ccccc1NC(=O)c1ccco1)NC1CCCCC1 | ? | . |
| CN(C)c1nc(SCCOC(=O)c2ccccc2)nc(N(C)C)n1 | i | . |

Nothing new here: an excerpt of the list.
| Structure | S3 lipid droplet | S3 lipid droplet cell count max |
| --- | --- | --- |
| CS(=O)(=O)N(CCc1ccccc1)CC(N)=O | -25% | 5 |
| Cc1ccc(S(=O)(=O)N(C)C)cc1NC(=O)C1CCCCC1 | -2% | 19 |
| COc1ccc(N(CC(=O)NCc2cccs2)S(=O)(=O)c2cccnc2)cc1 | ? | . |

(cont.)
| Structure | S3 lipid droplet | S3 lipid droplet cell count max |
| --- | --- | --- |
| COc1ccc(OCCCCN2CCC(C)CC2)cc1 | -2% | 15 |
| CCCc1cc2c(=O)n(NC(=O)c3nn(C)cc3[N+](=O)[O-])c(C)nc2s1 | ? | . |
| COC(=O)c1sc(SC)c(S(=O)(=O)C(C)C)c1N/N=C(\C#N)C(=O)c1ccccc1 | -1% | 26 |
| COCC1CCN(Cc2cn[nH]c2-c2ccc(OC)cc2F)C1 (configuration not stated) | 8% | -7 |
| O=C(CCn1c(=O)oc2ccccc21)NCCN1CCOCC1 | 6% | 0 |
| O=C(c1ccco1)N1CCN(C(=O)c2cc3c(s2)-c2ccccc2OC3)CC1 | ? | . |
| COc1cc(/C=C/C(=O)OCC(=O)N2CCCC2)cc(OC)c1OC | -5% | 0 |
| Cc1cccc(N2CCN(C(=O)Cn3c(=O)[nH]c4ccsc4c3=O)CC2C)c1 (configuration not stated) | ? | . |
| Cc1ccccc1-n1nnnc1SC(C)C(=O)Nc1ccc(N2CCN(C)CC2)cc1 (configuration not stated) | 0% | 8 |
| CCN(CC)CCCNc1nc2ccccc2[nH]1 | ? | . |
| COc1ccc(NC(=O)Nc2ccc3c(c2)OCO3)c(C)c1 | ? | . |
| CCCCCNC(=O)CCc1ccccc1 | 0% | -9 |
| Cc1nnc(SCC(=O)Nc2c(Cl)cccc2Cl)n(N)c1=O | ? | . |
| C=CCOc1ccc(CN(C)C(=O)c2ccc(CNS(=O)(=O)c3ccc(C)c(C)c3)cc2)cc1 | ? | . |
| CCOC(=O)c1ccc(NC(=O)c2nccnc2C(=O)O)cc1 | ? | . |
| NC(=O)Cn1c(=O)n(CCCC(=O)NC2CCN(Cc3ccccc3)CC2)c(=O)c2ccccc21 | ? | . |
| CCn1nnnc1SCC(=O)Nc1ccc(OC)cc1 | 1% | 18 |
| CCOc1ccc(S(=O)(=O)NCCCn2ccnc2)cc1 | ? | . |
| Cc1ccc(CNC(=O)c2cn(C)c3ccc(S(=O)(=O)N4CCOCC4)cc3c2=O)cc1 | ? | . |
| Clc1ccccc1-c1ncc2ccccn12 | 2% | . |

Overlap with the part before: 3 entries; new compounds follow.
| Structure | S3 lipid droplet | S3 lipid droplet cell count max |
| --- | --- | --- |
| CCOc1ccc(S(=O)(=O)NCCCn2ccnc2)cc1 | ? | . |
| Cc1ccc(CNC(=O)c2cn(C)c3ccc(S(=O)(=O)N4CCOCC4)cc3c2=O)cc1 | ? | . |
| Clc1ccccc1-c1ncc2ccccn12 | 2% | . |
| O=C(NNC(=O)c1ccc(F)c(S(=O)(=O)N2CCOCC2)c1)c1ccc([N+](=O)[O-])cc1 | 4% | 0 |
| CCN(CC)S(=O)(=O)c1cc(NC(=O)C2CSC3(C)CCC(=O)N23)ccc1C (configuration not stated) | ? | . |
| CCOc1ccc(NC(=O)C2CCC(CNc3c(N4CCC(C)CC4)c(=O)c3=O)CC2)cc1 (configuration not stated) | 14% | 9 |
| CCNC(=S)Nc1ccc2ncoc2c1 | ? | . |
| CCOC(=O)CSc1nnc(Cc2ccccc2)n1-c1cccc(Cl)c1 | 24% | -2 |
| CC(=O)c1ccc(OCc2cc([N+](=O)[O-])cc3c2OCOC3)cc1 | 9% | 17 |
| COc1ccc(Nc2nc3c(C)cccn3c(=O)c2C=NCc2ccccc2)cc1 | ? | . |
| CCOC(=O)Nc1ccc(Oc2ccccc2)cc1 | ? | . |
| Brc1ccc(CSc2ccc(-c3ccco3)nn2)cc1 | 5% | -6 |
| CCOC(=O)c1c(NC(=O)CSC(=S)N2CCOCC2)sc(C)c1C | -13% | -13 |
| CCCC(=O)N1CCN(c2ccc(NC(=O)c3ccc(OCC)c([N+](=O)[O-])c3)cc2)CC1 | 14% | 5 |
| Cc1cccc2c1nc(-c1ccccc1)n1cnnc21 | ? | . |
| COc1ccc(C(=O)C2CCCN(Cc3cccn3-c3cccnc3)C2)cc1OC (configuration not stated) | 0% | 12 |
| COc1ccc(/C=N\NC(=O)C2=NNC(=O)C2C)cc1 (configuration not stated) | 6% | 8 |
| N#Cc1cn(CCOC(=O)c2cccc(C(F)(F)F)c2)c(=O)[nH]c1=O | ? | . |
| COc1cccc(/C=N/NC(=O)C(=O)NCc2cccnc2)c1OC | ? | . |
| CCc1cc2ccc(C)cc2nc1SCC(=O)c1ccc(NC(C)=O)cc1 | 3% | 3 |
| OCC1OC(n2nc3ccccc3n2)C(O)C(O)C1O (configuration not stated) | -4% | 7 |

Compound activity as filed in PubChem BioAssay.
